# From PubChem
# FXN GAA850 act – FXN promoter activators, primary screen, cell-based, luciferase luminescence, HEK293 lucGAA850 | HEK293 lucGAA850 FXN promoter luciferase reporter, 24 h; percent of 10 µM SAHA response | activation, % at 6 µM | actives 0.56% (n = 360,000) | AID 540364, 2011;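 active = activation above the average of all compounds screened plus 3 SD, cutoff fixed separately per campaign, cut at about 7.5% in these data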;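 note: 0% = DMSO wells and 100% = 10 µM SAHA wells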
# rCAG RNA binder – binders of r(CAG) RNA repeats, primary screen, biochemical, fluorescence; inhibition, % at 3 µM; actives 1.3% (n = 370,000); r(CAG) RNA repeat, TO-PRO-1 dye displacement fluorescence;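 active = inhibition above the plate cutoff, the mean of all test compounds on that plate plus 3 SD, cut at about 35% in these data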;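 note: 0% = DMSO alone and 100% = 100 µM mitoxantrone as full dye displacement; higher means more dye released from RNA so lower well fluorescence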
# ADAM10 inh – human ADAM10 inhibitors, primary screen, biochemical, QFRET, HTS | Disintegrin and metalloproteinase domain-containing protein 10 (Homo sapiens), O14672 | recombinant ADAM10, EDANS/DABCYL FRET peptide cleavage, 3 h | inhibition, % at 7 µM | actives 0.62% (n = 370,000) | AID 720582, 2013;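 active = inhibition above a per-campaign cutoff equal to the mean of compounds falling between control-based bounds plus 3 SD, cut at about 20% in these data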;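 note: 0% = DMSO wells while the 100% control is not disclosed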
# Target sequence (O14672 214-748 limits assumed): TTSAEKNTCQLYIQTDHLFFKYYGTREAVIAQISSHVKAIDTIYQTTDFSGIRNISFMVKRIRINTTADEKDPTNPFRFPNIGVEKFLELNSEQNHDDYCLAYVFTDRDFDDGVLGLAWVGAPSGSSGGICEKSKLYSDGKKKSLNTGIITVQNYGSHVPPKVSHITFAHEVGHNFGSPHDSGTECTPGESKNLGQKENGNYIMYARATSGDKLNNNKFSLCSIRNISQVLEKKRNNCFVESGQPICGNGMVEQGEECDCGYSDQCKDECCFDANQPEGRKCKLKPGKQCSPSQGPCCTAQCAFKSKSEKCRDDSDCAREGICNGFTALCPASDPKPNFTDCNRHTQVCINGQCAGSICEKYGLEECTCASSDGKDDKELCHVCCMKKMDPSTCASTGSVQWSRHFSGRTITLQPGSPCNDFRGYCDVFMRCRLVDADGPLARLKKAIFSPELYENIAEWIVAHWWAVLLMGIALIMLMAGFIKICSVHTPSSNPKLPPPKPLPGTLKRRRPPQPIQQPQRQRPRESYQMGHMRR
# ASAP1 GAP inh – inhibitors of human ASAP1 ArfGAP activity, primary screen, biochemical, fluorescence polarization. Arf-GAP with SH3 domain, ANK repeat and PH domain-containing protein 1 (Homo sapiens), …. ASAP1-stimulated ARF1 GTP hydrolysis, GDP FP detection. inhibition, % at 16.5 µM. actives 0.19% (n = 360,000); in the data active = inhibition above about 25%;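 note: 0% = vehicle with enzyme and substrate and 100% = no enzyme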
# sPLA2-III inh – human group III sPLA2 inhibitors, primary screen, biochemical, QFRET, BODIPY PC-A2 liposome substrate. actives 0.56% (n = 370,000). inhibition, % at 12.2 µM. Group 3 secretory phospholipase A2 (Homo sapiens), Q9NZ20. QFRET BODIPY PC-A2 liposome hydrolysis, fluorescence;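 active = inhibition above mean plus 3 SD of compounds lying within the high and low control bounds, cut at about 19% in these data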;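 note: 0% = median of test compound wells and 100% = no enzyme DMSO wells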
# GC-A act – GC-A stimulated cGMP production enhancers – HEK293 GC-A cells, cGMP TR-FRET, EC30 ANP, primary screen | 0% at EC30 ANP, 100% saturating ANP | activation, % at 10 µM | Atrial natriuretic peptide receptor 1 (Homo sapiens), P16066 | actives 0.14% (n = 370,000); in the data active = activation above about 40%
# GC-B act – human GC-B receptor activators, primary screen, HEK293 GC-B cells, cGMP TR-FRET, EC30 CNP | Atrial natriuretic peptide receptor 2 (Homo sapiens), P20594 | 0% at EC30 CNP, 100% saturating CNP | activation, % at 10 µM | actives 0.11% (n = 370,000);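 active = activation at 10 µM reaching about 35% in either raw or pattern-adjusted values, limit read from the data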
# KLK7 zymogen act – proKLK7 zymogen activators, primary screen, biochemical, fluorescence intensity; actives 0.9% (n = 370,000); AID 652039, 2013; activation, % at 7 µM; purified proKLK7, EDANS-DABCYL substrate fluorescence; 100% is mature enzyme control, 0% vehicle;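 active = activation above the mean of all tested compounds plus 3 SD, computed per campaign excluding outliers beyond control limits, cut at about 13% in these data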
# DDE Tn6 FP inh – inhibitors of Tn6 peptide binding to fibrin DD(E), primary screen, biochemical, fluorescence polarization, human fibrin, Tn6 probe | Fibrin DD(E) TRITC-Tn6 fluorescence polarization displacement | inhibition, % at 8.3 µM | actives 0.21% (n = 370,000);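 active = inhibition above a per-campaign cutoff: mean of compounds within control limits plus 3 SD, cut at about 15% in these data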;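 note: 0% = median of all compound wells on the plate and 100% = blocking peptide control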
# Target sequence (P02675 whole entry, looked up): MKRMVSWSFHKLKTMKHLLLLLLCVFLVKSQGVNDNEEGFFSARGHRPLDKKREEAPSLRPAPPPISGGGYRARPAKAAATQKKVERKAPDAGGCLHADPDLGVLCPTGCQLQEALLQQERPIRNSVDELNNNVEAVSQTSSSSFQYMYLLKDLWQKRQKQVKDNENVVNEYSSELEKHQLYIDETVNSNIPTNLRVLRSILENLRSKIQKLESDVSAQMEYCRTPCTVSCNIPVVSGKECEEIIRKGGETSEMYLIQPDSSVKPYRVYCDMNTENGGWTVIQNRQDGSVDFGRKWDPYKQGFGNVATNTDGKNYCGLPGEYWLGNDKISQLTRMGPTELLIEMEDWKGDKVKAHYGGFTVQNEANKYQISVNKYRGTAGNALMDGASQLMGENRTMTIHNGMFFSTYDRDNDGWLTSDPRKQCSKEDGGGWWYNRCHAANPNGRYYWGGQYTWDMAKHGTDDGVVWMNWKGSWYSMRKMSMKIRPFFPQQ
# ARFGAP1 inhibitor – inhibitors of rat ARFGAP1 GAP activity, primary screen, biochemical, fluorescence polarization, GDP tracer; Arfgap1-stimulated ARF1 GTP hydrolysis, GDP FP detection; inhibition, % at 16.5 µM; actives 0.26% (n = 360,000);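 active = inhibition above a per-plate limit, mean inhibition of low control wells plus 3 SD, cut at about 25% in these data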;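 note: 0% = DMSO wells with enzyme and 100% = wells lacking Arfgap1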
#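 Material: rat Arfgap1 GAP domain (His6, aa 1-136), purified enzyme. Also added: human ARF1(Δ1-17)-GTP substrate. Compound dosing: 16.5 µM single point, 1.26% DMSO. Timing: enzyme reaction 120 min at 25 °C after 20 min preincubation. Signal: GDP detection by fluorescence polarization. Read-out basis: percent inhibition of GAP-stimulated GDP formation, scaled between DMSO and no-Arfgap1 medians.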
# * marks the source's active call; other numbers are inactive results; i = inactive; · = no result given.
No.	structure	FXN GAA850 act	rCAG RNA binder	ADAM10 inh	ASAP1 GAP inh	sPLA2-III inh
1	CN(C)c1ccc(/C=N/OC(=O)Nc2ccccc2)cc1	0.8	0	-44	-5	16
2	Cc1cccc(NC2CCCCC2NS(=O)(=O)c2ccccc2)c1 (stereo not drawn)	0.9	-2	-2	7	0
3	C[C@H]1CN=C(Nc2ccccc2)N1CCCC1CCCCC1	0.0	2	-3	-11	8
4	Nc1ccc(S(=O)(=O)Nc2nccc(/C=C/c3ccc([N+](=O)[O-])cc3)n2)cc1	1.2	3	3	4	1
5	CN(C)CCNC(=O)c1ccc2nc([C@@H]3O[C@H](CO)[C@H](O)[C@H](O)[C@H]3O)[nH]c2c1	0.0	3	-23	4	13
6	COc1ccccc1C1c2c(ncn(-c3ccccc3)c2=N)Oc2ccc3ccccc3c21 (stereo not drawn)	·	·	16	·	4
7	O=C(CCCC(=O)NNC(=O)Nc1ccccc1)NNC(=O)Nc1ccccc1	2.8	2	2	-3	1
8	Clc1ccc(CNc2ncnc3[nH]ncc23)cc1Cl	0.9	2	-11	-7	-4
9	O=C(CN(Cc1ccccc1Cl)C(=O)c1ccc(CN2CCOCC2)o1)NCC1CCCO1 (stereo not drawn)	-0.7	-6	-5	-4	3
10	CCN(CC(=O)Nc1cc(Cl)ccc1C)C(=O)c1ccc2c(c1)NC(=O)C(C)S2 (stereo not drawn)	0.0	2	0	-5	-19
11	O=[N+]([O-])c1cnc(Nc2ccc(Cl)cn2)c([N+](=O)[O-])c1	0.2	0	10	-1	2
12	O=C(c1ccccc1NS(=O)(=O)c1ccc(Br)cc1)N1CCOCC1	-1.6	5	-5	-2	-4
13	Cc1ccc2c(cnn2C(=O)CCC(=O)NCc2cccc(Cl)c2)c1	-1.7	9	-1	11	3
14	COc1ccc(-c2noc(-c3csc([C@@H]4O[C@H](CO)[C@H](O)[C@H](O)[C@H]4O)n3)n2)cc1OC	2.4	2	-5	4	5
15	O=C(Nc1nccs1)c1cccc(N2C(=O)C3C4C=CC(C4)C3C2=O)c1 (stereo not drawn)	0.7	-1	-9	8	4

No.	GC-A act	GC-B act	KLK7 zymogen act	DDE Tn6 FP inh	ARFGAP1 inhibitor
1	-5	-5	-0.2	-7	-7
2	-3	2	0.1	-5	-2
3	-4	-3	-0.2	-2	9
4	4	-3	-0.3	-10	11
5	1	-2	-0.3	-5	3
6	-24	-20	·	2	·
7	-3	0	-0.5	2	-6
8	-3	-7	-0.2	4	11
9	1	2	0.4	-3	-6
10	-6	-6	0.2	1	-3
11	7	1	-0.1	-2	5
12	-1	2	0.1	4	7
13	-4	-3	0.3	-3	7
14	2	4	0.6	6	5
15	1	5	0.0	6	0

# Going on with the list.
No.	structure	FXN GAA850 act	rCAG RNA binder	ADAM10 inh	ASAP1 GAP inh	sPLA2-III inh
16	O=C1c2c([N+](=O)[O-])cc([N+](=O)[O-])cc2S(=O)N1Cc1ccccc1 (stereo not drawn)	0.6	5	3	0	0
17	Cn1c(Cc2csc(N)n2)nnc1SCC(=O)NCc1ccccc1	0.7	3	3	5	2
18	COc1cc(OC)cc(C(=O)N[C@H](C(=O)Nc2ccc(F)cc2F)C(C)C)c1	-1.9	-4	0	4	3
19	COc1ccccc1OCCNC(=O)CNC(=O)c1ccc(Cl)c(Cl)c1	2.0	-4	-11	2	8
20	Nc1cc(C(=O)N2CCCC2)cc(C(=O)N2CCCC2)c1	-1.0	0	-16	-7	3
21	CC1CN(/C=C/C=O)C(C)CC1OC(=O)c1ccccc1 (stereo not drawn)	2.8	-5	-8	-5	6
22	CCCOc1ncnc2c1sc1nc3c(cc12)COC(C)(C)C3	2.5	1	-3	-3	9
23	COc1cccc2c1cc1c(=O)n(CC(=O)N3CCC(C)CC3)nc(C)n12	-0.2	-2	i	8	7
24	S=c1nc(-c2sccc2OCc2ccc(Cl)cc2Cl)[nH][nH]1	2.0	21	20*	3	-5
25	O=C(NNC(=S)NC1CC2CCC1C2)c1ccc(Cl)cc1 (stereo not drawn)	3.2	14	3	5	19*
26	CCCOc1ccc(C(=O)Nc2ccc(S(=O)(=O)NC3=NCCCCC3)cc2)cc1	-1.6	4	-8	3	-5
27	CCCc1ccc2oc(C(=O)N3CCNC(=O)C3CC(=O)OC)c(C)c2c1 (stereo not drawn)	3.7	-7	4	-4	-2
28	CCOc1ccc(-c2cncc3nccn23)cc1	0.5	3	i	-2	7
29	CCc1nnc(NC(=O)CSc2nnc(Cc3cccn3C)n2CCOC)s1	0.8	4	-3	-3	-10
30	COc1ccc(C(=O)Oc2ccc(/C=N/Nc3ccc(Cl)c(C(=O)O)c3)cc2OC)cc1	2.8	33	3	13	3

No.	GC-A act	GC-B act	KLK7 zymogen act	DDE Tn6 FP inh	ARFGAP1 inhibitor
16	9	7	0.4	7	-11
17	3	1	-0.9	5	-3
18	-5	0	0.4	-1	15
19	-7	-11	-0.1	4	0
20	2	2	0.6	3	-7
21	5	7	0.4	3	6
22	-5	-4	-1.0	7	12
23	6	-2	11	-4	2
24	5	4	-1.4	5	-3
25	6	7	0.4	3	7
26	-2	-7	-0.5	-14	17
27	-1	-1	-0.3	-3	12
28	4	-1	17*	-1	12
29	2	3	0.6	-1	13
30	6	0	0.2	3	-9

# Entries above shown as hits in ADAM10 inh:
item | compound | FXN GAA850 act | ADAM10 inh | ASAP1 GAP inh | sPLA2-III inh | GC-A act | GC-B act | KLK7 zymogen act | DDE Tn6 FP inh | ARFGAP1 inhibitor
24 | S=c1nc(-c2sccc2OCc2ccc(Cl)cc2Cl)[nH][nH]1 | 2.0 | 20* | 3 | -5 | 5 | 4 | -1.4 | 5 | -3

# (list continues)
No.	structure	FXN GAA850 act	rCAG RNA binder	ADAM10 inh	ASAP1 GAP inh	sPLA2-III inh
31	O=C(Cn1c(-c2cncs2)nc2ccccc21)NC1CCCC1	-0.7	1	5	11	8
32	COc1ccccc1C(=O)Nc1sc(C(=O)N2CCCC2)c(C)c1C#N	0.1	2	2	2	3
33	Cc1ccc(NC(=O)O/N=C/c2c(C)nn(C(C)(C)C)c2C)cc1Cl	-14	-1	5	1	1
34	O=C(O)CCn1c2ccccc2c2nc3ccccc3nc21	6.3	7	-2	1	12
35	Cc1nnc(SCC2=C(C(=O)O)N3C(=O)C(NC(=O)C(C)n4nc(C(F)(F)F)cc4C)C3SC2)s1 (stereo not drawn)	0.7	17	-15	-3	2
36	CCOC(=O)C(CSCC(=O)c1ccc(Cl)cc1)NC(=O)OC(C)(C)C (stereo not drawn)	-0.4	-10	0	-13	-28
37	O=C(NC1CCS(=O)(=O)C1)/C(=C/c1ccc(Cl)cc1)NC(=O)c1ccccc1 (stereo not drawn)	0.8	1	4	4	1
38	Cc1ccc2cc(CCl)c(Cl)nc2c1	1.8	1	1	1	4
39	OC(c1ccc(F)c(F)c1)c1ncc(-c2cccc(C(F)(F)F)c2)[nH]1 (stereo not drawn)	-1.5	1	13	5	-11
40	CCn1cc(C(C)(C)C)c(C#N)c1NC(C)=O	-1.3	0	7	-13	4
41	Cc1ccc(N2CCN(S(=O)(=O)c3ccc4oc(=O)ccc4c3)CC2)cc1Cl	0.6	1	-1	-5	-1
42	Cc1cc(C)c2sc(NC(=O)CN3C(=O)CCC3=O)nc2c1	0.7	2	13	7	-15
43	COCCNC(=O)CSc1nc2ccccc2c(=O)n1CCC(=O)N1CCN(c2ccccc2)CC1	1.7	-5	3	-2	0
44	CCOC(=O)c1sc(-c2cccc([N+](=O)[O-])c2)cc1N	5.8	16	0	9	7
45	CC(=O)c1ccc(S(=O)(=O)N2CCN(c3nn(C)c(=O)n(C)c3=O)CC2)cc1	0.6	2	0	-5	-6

No.	GC-A act	GC-B act	KLK7 zymogen act	DDE Tn6 FP inh	ARFGAP1 inhibitor
31	2	4	0.0	-6	-5
32	-2	-2	0.1	5	5
33	2	-2	0.1	3	13
34	-3	2	-0.7	3	-7
35	5	2	0.3	-1	10
36	-2	3	-0.1	-2	10
37	-13	-5	0.0	-4	14
38	-5	-4	-0.3	6	6
39	-5	-5	0.4	5	11
40	3	2	0.8	6	3
41	-10	0	0.5	-6	-4
42	11	-4	0.3	-4	-3
43	-2	-2	0.3	15	1
44	15	-2	-0.4	4	-4
45	-1	-3	1.1	-4	3

# Additional entries
No.	structure	FXN GAA850 act	rCAG RNA binder	ADAM10 inh	ASAP1 GAP inh	sPLA2-III inh
46	CCOC(=O)CNC(=O)Cn1cnc2sc(C)c(S(=O)(=O)N3CCOCC3)c2c1=O	-0.8	1	-8	-7	-1
47	COc1cc(NS(=O)(=O)c2ccc(NC(=O)/C(=C/c3ccccc3Cl)NC(=O)c3ccccc3)cc2)nc(OC)n1	-3.0	74*	8	4	-42
48	CC1CCN(C(=O)/C(=C\c2ccccc2F)NC(=O)c2ccccc2)CC1	-0.2	2	-1	5	2
49	COCCNC(=S)N/N=C/c1c2ccccc2cc2ccccc12	3.2	10	-21	7	-4
50	COc1ccc(C(=O)C[n+]2ccc3c(c2)nc(-c2ccc(OC)cc2OC)n3C)cc1	-2.0	9	-10	-5	-21
51	CC(=O)Nc1ccc2c(c1)C(=O)N(c1cccc3ccccc13)C2=O	0.7	3	-7	10	-6

No.	GC-A act	GC-B act	KLK7 zymogen act	DDE Tn6 FP inh	ARFGAP1 inhibitor
46	6	2	-0.1	5	-6
47	-4	-3	0.2	4	0
48	1	1	-0.4	12	6
49	1	-5	0.0	-1	-4
50	-6	-5	0.2	-2	-3
51	9	-1	-0.6	-3	-1

# From compound 34 up to 39, copied from above:
No.	structure	FXN GAA850 act	rCAG RNA binder	ADAM10 inh	ASAP1 GAP inh	sPLA2-III inh
34	O=C(O)CCn1c2ccccc2c2nc3ccccc3nc21	6.3	7	-2	1	12
35	Cc1nnc(SCC2=C(C(=O)O)N3C(=O)C(NC(=O)C(C)n4nc(C(F)(F)F)cc4C)C3SC2)s1 (stereo not drawn)	0.7	17	-15	-3	2
36	CCOC(=O)C(CSCC(=O)c1ccc(Cl)cc1)NC(=O)OC(C)(C)C (stereo not drawn)	-0.4	-10	0	-13	-28
37	O=C(NC1CCS(=O)(=O)C1)/C(=C/c1ccc(Cl)cc1)NC(=O)c1ccccc1 (stereo not drawn)	0.8	1	4	4	1
38	Cc1ccc2cc(CCl)c(Cl)nc2c1	1.8	1	1	1	4
39	OC(c1ccc(F)c(F)c1)c1ncc(-c2cccc(C(F)(F)F)c2)[nH]1 (stereo not drawn)	-1.5	1	13	5	-11

No.	GC-A act	GC-B act	KLK7 zymogen act	DDE Tn6 FP inh	ARFGAP1 inhibitor
34	-3	2	-0.7	3	-7
35	5	2	0.3	-1	10
36	-2	3	-0.1	-2	10
37	-13	-5	0.0	-4	14
38	-5	-4	-0.3	6	6
39	-5	-5	0.4	5	11
